# Screens as filed in PubChem BioAssay.
# PAX8 inh HTS = inhibitors of PAX8-driven TPO luciferase reporter, primary screen, RMG-I cells, single concentration. SteadyGlo, 24 h. inhibition, % at 12.6 µM. 1.2% of 360,000 active. AID 652154, 2013;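 active means mean replicate inhibition at least 60% with every replicate also reaching 60%; inconclusive means only one of the two criteria is met; inactive means mean below 60% and not all replicates reaching 60%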;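 further: luciferase light reporting Pax8 driven TPO promoter activity; plate controls were median of neutral control wells for no effect and mitoxantrone controls for full effect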
# PglD inh = C. jejuni PglD acetyltransferase inhibitors, primary screen, biochemical, DTNB colorimetric, single point | UDP-N-acetylbacillosamine N-acetyltransferase PglD (Campylobacter jejuni) | purified PglD enzyme, DTNB colorimetric CoA detection | inhibition, % at 12.5 µM | 0.098% of 360,000 active | AID 602405, 2012; in the data active means inhibition above about 16%, passing the limit was not always enough; inconclusive means no clear call, values can overlap the other calls; further: strong numbers were not always called active
# FN deposit inh = inhibitors of fibronectin matrix deposition, primary screen, AH1F cells, Alexa488-fibronectin fluorescence, plate reader. AID 743247, 2014. inhibition, % at 12.6 µM. AH1F fibroblasts, overnight. 0.086% of 350,000 active;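 active means mean inhibition across replicates of 30% or more, regardless of how many single replicates reach that level; inconclusive means mean under 30% yet at least half of replicates reach 30%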;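 further: positive control wells lacked labelled fibronectin entirely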
#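 Material: AH1F fibroblast monolayer depositing Alexa488-labelled fibronectin into matrix / Amount: 10000 AH1F cells per well / Signal: fluorescence 485/525 nm / Medium: DMEM, 2% serum / Compound: single dose, pinned / Incubation: 1 h cell adhesion before compound, then overnight fibronectin incubation / Reagent: Alexa488-FN, 24 nM final / Read-out: inhibition of fibronectin deposition signal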
# EWS-Fli inh = EWS/Fli-driven NR0B1 reporter inhibitors, primary screen, A673 cells, NR0B1 luciferase, luminescence, MLPCN library | viability-normalised | inhibition, % at 12.6 µM | 0.67% of 350,000 active | AID 651661, 2012;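 active means mean inhibition of at least 50% after viability correction, with every replicate also passing that limit; inconclusive means mean reaches 50% but only one of two replicates passes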;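 further: firefly luciferase signal divided by Alamar Blue viability fluorescence both relative to DMSO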
# PGC1a acetyl inh = inhibitors of PGC1a acetylation signal, primary screen, cell-based, U2OS, AlphaScreen, inhibitor mode; 0.17% of 350,000 active; inhibition, % at 15.6 µM; AlphaScreen anti-acetyl-lysine; with virally co-expressed GCN5 acetyltransferase;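 active means every replicate shows inhibition of at least 40%; inconclusive means mean inhibition at least 40% but some replicate below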;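 further: 0% = neutral control wells and 100% = positive control wells; some results beyond the cut were filed as inactive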
# S100A4 inh HTS = inhibitors of S100A4-myosin IIA peptide binding, primary screen, biochemical, fluorescence polarization, TAMRA-MyoIIA peptide; inhibition, % at 10.7 µM; 0.14% of 360,000 active; AID 652163, 2013;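 active means mean inhibition of at least 70% across replicates, with every replicate also reaching that level; inconclusive means mean inhibition reaches 70% but some replicates fall short; inactive means mean inhibition below 70%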
# Target sequence (P26447 whole entry, looked up): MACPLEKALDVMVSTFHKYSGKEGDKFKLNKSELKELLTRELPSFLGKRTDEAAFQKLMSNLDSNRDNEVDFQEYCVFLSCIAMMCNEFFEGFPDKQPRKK
#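 Material: S100A4 monomer (human). Medium: Calcium-containing HEPES buffer, pH 7.2. Probe or stimulus: labelled myosin peptide probe, 5 nM. Compound dosing: one concentration per compound. Timing: polarization read 5 min after assay mix addition, stable 5–60 min. Benchmarks: DMSO as neutral control, TFP as positive control.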
# LGR2 antag = inhibitors of bursicon-induced LGR2 CRE-luciferase signal, primary screen, cell-based, HEK293, CRE-luciferase reporter, bursicon stimulation; bursicon-stimulated, 4 h; inhibition, % at 9.99 µM; 0.35% of 380,000 active;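 active means drop in luminescence signal, shown as inhibition above about 50% in the replicate tests, limit read from the data, passing the limit was not always enough; inconclusive means probably only some replicates passing the limit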;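 further: agonist challenge used bursicon conditioned medium at about half maximal strength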
# ERAP1 HTS inh = human ERAP1 aminopeptidase inhibitors, primary screen, biochemical, single point, plate reader. Endoplasmic reticulum aminopeptidase 1 (Homo sapiens), Q9NZ08. recombinant ERAP1, Leu-AMC fluorescence, 60 min. inhibition, % at 10.7 µM. 0.15% of 340,000 active. AID 652197, 2013;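 active means mean replicate inhibition of at least 30%, or all replicates individually reaching that 30% level; inactive means mean below 30% and not every replicate reaching it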;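 further: 0% = neutral control wells and 100% = L-leucinethiol positive control wells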
# Target sequence (Q9NZ08 whole entry, looked up): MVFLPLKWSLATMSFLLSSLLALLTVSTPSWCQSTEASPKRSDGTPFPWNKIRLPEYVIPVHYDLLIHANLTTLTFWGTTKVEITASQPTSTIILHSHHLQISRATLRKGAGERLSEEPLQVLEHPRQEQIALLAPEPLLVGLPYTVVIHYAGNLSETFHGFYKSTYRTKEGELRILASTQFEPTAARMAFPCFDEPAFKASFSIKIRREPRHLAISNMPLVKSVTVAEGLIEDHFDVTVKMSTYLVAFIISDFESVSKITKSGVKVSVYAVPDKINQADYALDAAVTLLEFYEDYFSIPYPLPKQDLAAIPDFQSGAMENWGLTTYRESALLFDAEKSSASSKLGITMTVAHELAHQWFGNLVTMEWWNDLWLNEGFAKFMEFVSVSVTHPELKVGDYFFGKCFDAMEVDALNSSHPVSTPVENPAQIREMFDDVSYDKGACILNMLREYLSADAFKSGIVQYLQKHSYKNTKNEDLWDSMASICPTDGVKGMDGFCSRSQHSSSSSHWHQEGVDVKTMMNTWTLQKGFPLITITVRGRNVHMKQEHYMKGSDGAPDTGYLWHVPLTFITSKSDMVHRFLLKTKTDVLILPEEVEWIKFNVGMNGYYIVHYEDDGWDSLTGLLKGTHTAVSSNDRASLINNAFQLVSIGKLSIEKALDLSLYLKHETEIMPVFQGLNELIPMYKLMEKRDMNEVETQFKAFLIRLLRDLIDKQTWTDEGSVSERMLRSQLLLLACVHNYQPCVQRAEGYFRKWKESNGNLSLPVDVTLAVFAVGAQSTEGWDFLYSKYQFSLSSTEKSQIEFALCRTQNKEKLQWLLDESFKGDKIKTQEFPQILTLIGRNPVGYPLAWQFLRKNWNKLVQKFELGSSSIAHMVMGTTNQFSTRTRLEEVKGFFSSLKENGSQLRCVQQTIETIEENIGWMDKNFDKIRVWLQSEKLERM
# * = called active by the depositor; ? = inconclusive; · = no result given.
Structure	PAX8 inh HTS	PglD inh	FN deposit inh	EWS-Fli inh	PGC1a acetyl inh	S100A4 inh HTS	LGR2 antag	ERAP1 HTS inh
CCCNC(=O)C[C@@H]1CC[C@@H]2[C@H](COC[C@H](O)CN2C(=O)c2ccc(F)cc2)O1	-10	2	-14	-2	-4	-10	-12	2
Cc1ccc(NC(=O)c2ccco2)c(NC(=O)C2CCCO2)c1 (stereo unspecified)	2	7	5	9	·	1	-9	0
C[C@@H](NC(=O)[C@@H]1CCCN1C(=O)[C@@H]1CCCN1)c1ccccc1	-5	·	1	-13	·	-5	10	2
O=C1COc2ccc(S(=O)(=O)N3CCN(c4cccc(C(F)(F)F)c4)CC3)cc2N1	58	-2	8	·	18	-2	2	0
NC(=O)c1nsc(C(=O)N(c2ccc3c(c2)OCCO3)C(C(=O)NCC2CCCO2)c2ccc(F)cc2)c1N (stereo unspecified)	-39	-7	8	-7	·	0	-8	0
CC1(C(=O)NC2CCCC2)CCC(=O)N1Cc1ccccc1 (stereo unspecified)	4	-2	-11	·	1	·	·	·
O=c1[nH]c2ccccc2nc1N1CCOCC1	3	5	0	·	-6	·	·	·
C[C@@H]1CN([C@H](C)CO)C(=O)CCCn2cc(nn2)CO[C@@H]1CN(C)Cc1ccc(Oc2ccccc2)cc1	·	-1	15	5	8	-11	8	2
CC(C)(CNC(=O)c1ccc(S(=O)(=O)Nc2ccc(Cl)cc2)cc1)N1CCOCC1	10	-3	4	-2	-1	-7	14	1
Cc1cnc(C(=O)OCC(=O)c2ccc[nH]2)cn1	-1	8	5	-2	·	-1	-17	-1
N#C[C@@H]1[C@H](c2ccc(C3=CCCCC3)cc2)[C@H](CO)N1S(=O)(=O)c1ccccc1	-24	-2	-9	-9	-6	16	4	-3
CC(C(=O)NCC1CCCO1)N1C(=O)C2C3CC(C(Br)C3Br)C2C1=O (stereo unspecified)	33	2	1	0	7	0	-2	·
Fc1ccc(C2CC(c3ccco3)=NN2c2ccccc2)cc1 (stereo unspecified)	-24	-6	0	·	-4	·	·	·
C[C@@H]1CN([C@@H](C)CO)C(=O)c2cccc(N(C)C)c2O[C@@H]1CN(C)Cc1ccccc1	-13	3	-3	-2	5	12	-2	0
COc1ccc(NC(=O)Nc2cccc(C(F)(F)F)c2)cn1	-3	-5	-6	-9	-9	-4	·	-5
COc1ccccc1/C=N/Nc1cc(C)nc2ccc(C)cc12	-29	1	0	-21	·	-9	-9	3
Cc1csc(Sc2ccc(C(=O)OCC(=O)Nc3ccc(F)cc3[N+](=O)[O-])cc2[N+](=O)[O-])n1	25	·	2	16	·	-1	-1	3
O=C(C[C@@H]1C[C@@H]2c3cc(NC(=O)CC4CC4)ccc3O[C@@H]2[C@@H](CO)O1)NCc1ccc(-c2ccccc2)cc1	25	4	-3	20	-4	3	13	9
N#Cc1cccc(Oc2ccc(S(=O)(=O)N3CCCC3)cn2)c1	-2	-1	-2	3	3	0	-14	0
CC1CCC(NC(=O)CN2C(=O)NC3(CCCCC3C)C2=O)CC1 (stereo unspecified)	-5	·	-5	7	16	-2	-19	6
CCO[C@H]1OC(C(N)=O)=C[C@@H](C(C)(C)C)[C@@H]1CCCO	11	-1	-3	-4	-18	-3	2	-1
Nc1cc(=O)[nH]c(SCC(=O)Nc2cc([N+](=O)[O-])ccc2Cl)n1	10	·	-7	11	2	3	-9	-3
O=[N+]([O-])c1cccc(/C=N/Nc2nc(NCc3ccccc3)nc(N3CCOCC3)n2)c1O	20	·	2	20	·	2	11	0
COc1ccc(S(=O)(=O)N(C)c2ccc(C(=O)NC3CCCC3)cc2)cc1	-17	-8	-8	5	-15	-6	5	-5
C[C@@H]1CCCCO[C@H](CN(C)C(=O)Nc2ccc(C(F)(F)F)cc2)[C@@H](C)CN([C@H](C)CO)C(=O)c2cc(NS(=O)(=O)c3ccc(Cl)cc3)ccc2O1	48	-1	·	-1	4	-2	10	0
CCOc1ccc(C(=O)NC2CCN(S(C)(=O)=O)CC2)cc1	-35	0	-4	·	3	·	·	·
COc1ccc(NS(=O)(=O)c2cccc(C(=O)NCC(c3ccco3)N3CCCCC3)c2)cc1 (stereo unspecified)	16	-1	0	8	-3	-2	8	-1
O=[N+]([O-])c1ccc(OCC(O)CN(CCO)CCO)cc1 (stereo unspecified)	-4	-2	-1	2	·	2	1	8
NC(=NCc1ccccc1)C(N=Nc1ccccc1)C(=O)NCc1ccccc1 (stereo unspecified)	15	-1	·	16	-5	2	2	-1
Cc1cc(NC(=O)c2ccccc2[N+](=O)[O-])ccc1Br	-110	·	-4	-63	·	-1	·	-1
O=C1c2ccccc2C(=O)N1c1nccs1	1	1	3	4	2	12	4	1
Cn1c(=O)c2c(ncn2CC(=O)OCC(=O)Nc2ccc(F)cc2Cl)n(C)c1=O	5	-3	-1	-4	-2	-7	-24	2
O=C(NCCc1ccccc1)c1ccc(CS(=O)Cc2cccc(Cl)c2)o1 (stereo unspecified)	10	-7	6	·	-8	-6	9	-3
Cc1ccc(-n2c(Cn3ncc4ccccc4c3=O)n[nH]c2=S)cc1	-5	·	-9	3	·	4	10	6
O=C(c1ccccc1)N1C[C@H]2[C@@H](c3ccccc31)[C@H](CO)N2C(=O)c1ccccn1	-15	3	0	-7	-5	8	8	3
C[C@H](CO)N1C[C@H](C)[C@@H](CN(C)C)Oc2c(NC(=O)Nc3ccc4c(c3)OCO4)cccc2C1=O	-81	-2	·	-42	3	-11	-2	1
Cc1ccc(-n2cc(CNC(C)c3cnn(C)c3)c(-c3ccc(F)cc3)n2)cc1 (stereo unspecified)	3	·	3	2	·	-8	6	4
Cc1sc(N2C(=O)C3C4C=CC(C4)C3C2=O)c(C#N)c1C (stereo unspecified)	4	·	-1	-9	·	5	-3	1
Cc1cc2occ(CC(=O)NNC(=O)c3ccccc3)c2cc1C	20	0	-5	-1	·	-7	-18	1
CCOCCCNCc1ccc(OCc2ccccc2Cl)cc1	·	·	7	-1	·	-6	·	-1
CC(=O)N/C(N)=N/c1nc2cc(C)ccc2o1	-165	·	7	-68	10	1	-36	·
CCCNC(=O)Nc1ccc2c(c1)C(=O)N(C)C[C@@H](OC)[C@H](C)CN(S(C)(=O)=O)[C@@H](C)CO2	·	·	-27	0	13	3	-7	3
CN(C(=O)COC(=O)c1ccc(Cl)c(S(=O)(=O)NCc2ccccc2)c1)C1CCS(=O)(=O)C1 (stereo unspecified)	-21	-3	3	0	5	0	4	2
COCCn1c(C(=O)N2CCCC2)cc2c1C[C@H]1CN(C(=O)c3ccccc3)[C@@](Cc3ccc(F)cc3)(C(=O)OC)[C@@H]21	-25	·	5	-16	·	-4	-21	·
CCOC(=O)c1ccc(Nc2nnc(C(C)(C)C)c(=O)[nH]2)cc1	-62	9	-2	·	7	·	·	·
O=C(Cc1cccs1)N1CCN(S(=O)(=O)c2ccccc2)CC1	-5	3	1	·	3	·	4	·
COC(=O)C[C@@H]1C[C@@H]2c3cc(NC(=O)Nc4ccc(OC)cc4)ccc3O[C@@H]2[C@H](CO)O1	3	3	-7	3	3	·	-6	·
Cc1nc(-c2ccccn2)nc(SCC(=O)N2CCOCC2)c1Cl	10	0	3	6	-5	-7	·	-1
Nc1ncnc2c1ncn2[C@@H]1O[C@H](C(=O)N[C@@H](CCc2ccccc2)C(=O)N2CCN(C(=O)C(F)(F)F)CC2)[C@@H](O)[C@H]1O	-14	·	1	-5	·	4	-17	2
O=C(CN1CCOCC1)Nc1ncc(Cc2cccc(Cl)c2Cl)s1	15	·	14	-46	·	-27	-30	3
Cc1ccc2c(n1)CC(C)(C)CC2=O	-1	-5	-3	·	-3	·	·	·
Cc1cc(C)cc(C(=O)NCCCc2ccccc2)c1	-18	·	-12	-1	-18	-10	-3	-4
O=C1COc2ccc(C(=O)COC(=O)c3cccnc3Cl)cc2N1	-17	·	-4	0	1	0	-50	6
COc1ccc(CCN2C(=O)NC(NS(=O)(=O)c3ccccc3)(C(F)(F)F)C2=O)cc1OC (stereo unspecified)	-1	-9	-13	-11	-8	-9	4	0
CC(=O)c1sc2c(c1OC(=O)c1ccc(Cl)cc1)c(=O)n(-c1ccccc1)c(=S)n2-c1ccccc1	-4	·	·	4	7	-4	-5	3
CN1C(=O)c2cc(NC(=O)c3cnccn3)ccc2OC[C@H]2O[C@@H](CC(=O)N[C@H]3CCN(Cc4ccccc4)C3)CC[C@H]21	-50	1	-5	0	-12	-1	19	-5
COc1ccc2c3c(n(C)c2c1)[C@@H](CO)N(C(=O)C1CC1)CC31CN(Cc2ccccc2OC)C1	-4	·	2	-1	-8	3	-2	1
CC(=O)NC(NC(C)=O)c1cccc(OCc2ccccc2)c1	0	·	11	-2	·	2	11	-1
Cc1cc(OC(=O)NCCc2ccc(F)cc2)ccc1F	-1	·	9	2	·	1	20	-1
NC(=O)NC(=O)Nc1ccccc1Cl	-16	0	-10	·	?	·	·	·

# Other structures follow:
Structure	PAX8 inh HTS	PglD inh	FN deposit inh	EWS-Fli inh	PGC1a acetyl inh	S100A4 inh HTS	LGR2 antag	ERAP1 HTS inh
CCCc1cc(=O)[nH]c(SCC(=O)C(C)(C)C)n1	-7	2	5	·	-7	·	·	·
O=C(Nc1ccc2oc(=O)ccc2c1)c1ccccc1[N+](=O)[O-]	2	·	3	11	·	1	-12	2
O=C1CCN(CCCc2ccccc2)CCN1CCO	12	-2	-2	1	·	-1	2	-2
CCC(CC)=NNc1cccc([N+](=O)[O-])c1	-9	0	-5	·	-6	·	-19	·
C[C@H]1CCCCO[C@H](CN(C)C)[C@@H](C)CN([C@@H](C)CO)C(=O)c2cc(NC(=O)c3ccncc3)ccc2O1	-17	1	·	-3	-3	-8	13	0
CO[C@H]1CN(C)C(=O)c2cc(NC(=O)c3nc4ccccc4s3)ccc2OC[C@H](C)NC[C@H]1C	7	-5	-3	-25	-2	-19	-12	2
COc1ccc(NS(=O)(=O)c2cccc(C(=O)NCC(c3cccs3)N3CCOCC3)c2)cc1 (stereo unspecified)	4	1	·	-8	-15	19	10	-2
O=C(C[C@H]1CC[C@@H](NC(=O)Cc2ccccn2)[C@H](CO)O1)NCCc1ccncc1	0	-3	-13	4	-6	-31	-4	-1
O=S(=O)(Cc1ccccc1)NCC[C@H]1CC[C@@H](NS(=O)(=O)c2ccccc2)[C@@H](CO)O1	-7	-2	·	0	-4	2	-5	-5
O=C(NCc1ccc(F)cc1)C1CCN(S(=O)(=O)N2CCC3(CC2)OCCO3)CC1	·	-6	·	6	4	1	2	-8
C[C@H](CO)N1C[C@H](C)[C@H](CN(C)C(=O)Nc2cccc3ccccc23)Oc2ccc(NC(=O)CCCN(C)C)cc2C1=O	-21	·	0	-11	-4	-13	6	0
